# Bioassay records as filed in PubChem.
# PTHR1 agonist – PTHR1 (human) receptor agonism. Q03431. HEK293 GP2 PTHR1 cells, GloSensor cAMP luminescence, 1 h. Potency, µM (doses to about 115 µM), for the others: at the top dose activation, usual class: activators. actives 0.075% (n = 410,000); also: potency is read from the fitted curve at half-maximal effect; nearly all actives have a fitted effect of over 55% in size; some results filed as inactive show a strong effect at the top dose; inactives centre near -15; many of its hits are not listed in these tables
#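 HEK-293-derived GP2 cells expressing PTHR1 and a GloSensor cAMP reporter, 3,000/well, plated overnight, given luciferin plus IBMX (each 0.5 mM as added) for 1 h at 37 °C, then compound for 1 h at 37 °C. Luminescence was read after 15 min at room temperature.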
# PI5P4K alpha inh – inhibitors of human PI5P4K alpha; actives 1.2% (n = 330,000); AID 652105; P48426; max response, %; PI5P4Kalpha enzyme, ADP-Glo luminescence, 60 min; stronger effect = lower value; active = max response of -50% or lower; inconclusive = between -30% and -50%; inactive = -30% or higher; also: value at the top dose of about 77 µM; % is scaled to controls: 0 for no effect and ±100 for the full control effect
#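 qHTS, 1536-well: enzyme/substrate mix, compound by pin tool, 5 microM ATP final; RT 60 min; ADP-Glo reagents 1 (45 min) then 2 (30 min); luminescence.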
# EPAC1 antag – antagonists of human EPAC1; O95398; EPAC1 GEF assay, Rap1b-BODIPY-GDP exchange fluorescence; Potency, µM (titrated, usually from 115 µM), without a hit: top-dose activity change, negative = inhibition, usual class: inhibitors; actives 0.14% (n = 360,000); AID 720709;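 also: potency is read from the fitted curve at half-maximal effect; plate controls were vehicle for no effect and positive control for full effect; nearly all actives have a fitted effect of over 50% in size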
# Target sequence (O95398 whole entry, looked up): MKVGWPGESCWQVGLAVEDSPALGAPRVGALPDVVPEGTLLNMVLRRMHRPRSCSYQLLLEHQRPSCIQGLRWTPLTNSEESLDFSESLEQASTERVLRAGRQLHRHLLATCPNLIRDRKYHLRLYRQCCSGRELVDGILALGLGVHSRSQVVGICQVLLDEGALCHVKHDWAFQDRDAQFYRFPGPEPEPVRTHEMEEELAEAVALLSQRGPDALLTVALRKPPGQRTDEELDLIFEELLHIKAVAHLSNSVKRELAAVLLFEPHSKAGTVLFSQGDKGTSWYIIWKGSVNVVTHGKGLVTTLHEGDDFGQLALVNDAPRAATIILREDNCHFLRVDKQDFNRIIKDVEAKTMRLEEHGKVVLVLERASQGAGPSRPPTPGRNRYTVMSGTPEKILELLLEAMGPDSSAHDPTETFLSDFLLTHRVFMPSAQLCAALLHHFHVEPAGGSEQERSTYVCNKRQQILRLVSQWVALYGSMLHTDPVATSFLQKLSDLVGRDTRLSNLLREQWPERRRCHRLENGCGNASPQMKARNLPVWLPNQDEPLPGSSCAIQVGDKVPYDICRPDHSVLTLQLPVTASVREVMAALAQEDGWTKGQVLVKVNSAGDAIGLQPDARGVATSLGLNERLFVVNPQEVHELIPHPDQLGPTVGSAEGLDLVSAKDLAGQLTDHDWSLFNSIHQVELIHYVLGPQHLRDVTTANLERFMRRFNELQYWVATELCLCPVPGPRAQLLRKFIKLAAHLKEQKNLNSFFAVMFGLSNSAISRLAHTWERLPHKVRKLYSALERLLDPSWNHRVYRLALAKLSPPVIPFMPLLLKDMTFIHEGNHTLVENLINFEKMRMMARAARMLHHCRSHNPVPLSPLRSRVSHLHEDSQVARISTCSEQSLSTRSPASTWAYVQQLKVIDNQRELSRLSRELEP
# GLP-1R agonist – agonists of human GLP-1 receptor; P43220; HEK293 GLP-1R CRE-luciferase, luminescence, 4-6 h; cells express a hypersensitive GLP-1R form; Potency, µM (highest dose often 45.6 µM), without a hit: top-dose activation, most hits filed as activators; actives 0.007% (n = 380,000); AID 624172; also: potency is read from the fitted curve at half-maximal effect; % of control where 0% means no effect
# EPAC1 ag – agonists of human EPAC1. O95398. EPAC1 agonist qHTS, biochemical assay; response scale: 100% = response to 6.5 mM cAMP. actives 0.073% (n = 360,000). Potency, µM (top dose mostly 154 µM), for the others: top-dose activation, actives largely listed as activators; also: potency is read from the fitted curve at half-maximal effect; nearly all actives have a fitted effect of over 60% in size
#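 Multi-concentration qHTS readout: loss of Rap1B-bound BODIPY-GDP fluorescence driven by 100 nM EPAC1 with excess GDP (50 uM), monitored kinetically at room temperature; agonist response expressed relative to 6.5 mM cAMP.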
# HEK293 tox – cytotoxic in the GLP-1 receptor inverse agonist counter-screen | HEK293 cAMP-luciferase reporter cells, luminescence, 24 h | actives 0.13% (n = 410,000) | Potency, µM (highest dose often 38.3 µM), for inactives: top-dose activity change, negative = inhibition, usual class: inhibitors;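 also: loss of luciferase light is scored as toxicity; potency is read from the fitted curve at half-maximal effect; % is scaled to controls: 0 for no effect and ±100 for the full control effect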
#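 Seeding density was 200 cells/uL; after overnight-length (12 h) culture, 23 nL compounds went on for 24 h at 37 °C. Readout used a luciferase detection reagent, luminescence taken after 12 min at room temperature.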
# GLP1R inv ag – GLP-1 receptor (human) inverse agonism. HEK293 GLP-1R CRE-luciferase, luminescence, 24 h; GLP-1R form is constitutively active. Potency, µM (titrated, usually from 38.3 µM), inactives show top-dose activity change, negative = inhibition, actives largely listed as inhibitors. actives 1.6% (n = 410,000). AID 624417; also: potency is read from the fitted curve at half-maximal effect; % is scaled to controls: 0 for no effect and ±100 for the full control effect; nearly all actives have a fitted effect of over 55% in size
#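 Cells are plated, allowed 12 hours at 37 deg C, then treated with compounds for 24 hr before luciferase detection reagent is added and luminescence is read after 12 min at room temperature. The HEK293 line carries constitutively active GLP-1R with a cAMP-responsive reporter.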
# IL-2 act – activates IL-2 in a cell-based reporter assay | IL-2 activation reporter assay, cell-based qHTS; stimulated with anti-CD3/CD4/CD28 beads; in transgenic mouse T cells | activation, % (series mostly up to about 46 µM) | actives 0.065% (n = 360,000); in the data active = activation above about 50%; inconclusive = mostly about 30% to 49%; also: 0% is about no effect
#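 First, unstimulated transgenic mouse T cells were exposed to compound for 60 min. Next, anti-CD3/anti-CD4-coated beads with anti-CD28 were added. Finally, after 18 h at 37 degrees C, EGFP and DsRed were imaged.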
# PLK1 PBD inh – blocks phosphopeptide binding to human PLK1 polo-box domain; P53350; Plk1 PBD binding of FITC phosphopeptide, fluorescence polarization; Potency, µM, without a hit: max response, negative = inhibition, most hits filed as inhibitors; actives 2.8% (n = 360,000); AID 720504; also: potency is read from the fitted curve at half-maximal effect; series mostly up to about 57 µM; % is scaled to controls: 0 for no effect and ±100 for the full control effect; nearly all actives have a fitted effect of over 65% in size
# Starred values were filed as active, the others as inactive; i = inactive; ? = inconclusive; . = no result given; & = joins results of further samples; [ ] = remark or other dose. Unless noted, calls follow the shape of the dose curve; as a rule, active = well fitted curve in the direction sought with a large enough effect; inconclusive = small, poorly fitted or top-dose-only effect, or another doubt; inactive = no such curve, though single readings can be large; an effect the other way counts as inactive or inconclusive.
# Value order: PI5P4K alpha inh, GLP1R inv ag, PLK1 PBD inh, PTHR1 agonist, IL-2 act, GLP-1R agonist, EPAC1 ag, EPAC1 antag, HEK293 tox
Cc1ccc(OCCCC(=O)Nc2nnc(C3CCCO3)s2)c(C)c1 (stereo not drawn)
→ -3, -8%, -7%, i, -2.8, -1%, 0%, -3%, 0%
COc1ccc(-c2ccc(C(=O)Nc3cc(OC)c(OC)c(OC)c3)c3occc23)c(C)c1
→ -7, -16%, -4%, -19%, -0.9, -2%, -3%, -18%, -21%
COc1ccc(NC(=O)Nc2cc(F)ccc2C)cc1
→ -8, -23%, 3%, -29%, 2.7, 6%, 0%, -8%, -1%
CCOC(=O)[C@@H](NC(=O)/C=C/[C@H]1O[C@@H](n2ccc(=O)[nH]c2=O)[C@H](O)[C@@H]1O)C(C)C
→ -1, 29%, -3%, -12%, 0.8, 0%, 4%, -9%, 5%
CCOC(=O)CSc1nc2sc(C)c(C)c2c(=O)[nH]1
→ -4, 16%, 0%, i, 1.1, 4%, -6%, 9%, 0%
CC(=O)NCCc1nc2ccccc2[nH]1
→ 3, 0%, -3%, i, -0.7, 7%, -8%, 5%, -2%
CC(C)c1ccc(NC(=O)CSc2nc3ncccc3[nH]2)cc1
→ -1, -2%, -3%, -58%[inhibitor], 0.4, 12%, -6%, -2%, 7%
N#Cc1c(-c2ccco2)ccn(Cc2cccc(F)c2)c1=O
→ -3, 78%[activator], -7%, i, -0.8, 17%, 14%, 3%, -2%
CN1C(=S)N(c2cccnc2)C(=O)/C1=C\c1ccc(C(C)(C)C)cc1
→ 9, 11µM*, -7%, -43%[inhibitor], -0.2, -5%, 6%, -25%, 22%
Cn1c(=O)c2[nH]cnc2n(-c2ccccc2)c1=O
→ -9, 73%[activator], -7%, i, 0.3, 17%, -1%, 2%, -3%
COC(=O)c1cc(OC)nc2ccc(Br)cc12
→ 14, 3%, 3%, -17%, -0.5, -6%, 1%, 0%, -4%
CC(O)(c1cccnc1)c1nc(-c2cccc(F)c2)cs1 (stereo not drawn)
→ -5, -6%, -9%, -3%, -0.7, 19%, -1%, -13%, 1%
COc1cc(CC(=O)OCC(=O)Nc2ncc(Cl)cc2Cl)cc(OC)c1OC
→ ?, 1%, -8%, 25%[57.5 µM], 0.2, -18%, -1%, 13%, -4%
COc1ccc(Cc2c3cc(OC)c(OC)cc3cc[n+]2C)cc1OC
→ ?, -4%, ?, -18%, -2.1, 0%, 8%, -16%, 10%
Cc1cc2nc(C)n3c4ccccc4nc3n2n1
→ 6, 28%, -1%, -15%[57.5 µM], 0.1, -3%, -6%, 4%, -12%
Cc1cc(C(F)(F)F)n(-c2ccc(N)cc2)n1
→ 5, 18%[7.66 µM], 0%, i, -0.1, 0%, -2%, 8%, 0%[7.66 µM]
CC(C)CN(CC(C)C)C(=O)c1cc(S(=O)(=O)N2CCCCC2)c[nH]1
→ -1, ?, -11%, -14%, -1.2, 10%, 12%, -17%, 1%
CCOC(=O)c1c(NC(C)=O)sc2c(OC)cccc12
→ 0, 3%, ?, i, 10, -2%, 8%, -11%, -14%
COC(=O)C(C(=O)OC)c1cc2c(cc1CNS(=O)(=O)c1ccc(C)cc1)OCO2
→ 1, -5%, -4%, -8%, 0.0, ., 4%, 1%, 1%
Cc1cc(=O)n2nc(N3CCCC(C(=O)NC4CCC(C)CC4)C3)sc2n1 (stereo not drawn)
→ 6, -17%, -11%, -7%, -1.2, -3%, 7%, 0%, -13%
CCOc1ccc(OCC)c(S(=O)(=O)NC2CC(C)(C)NC(C)(C)C2)c1
→ 3, ?, -15%, 10%, -4.4, 2%, 1%, 18%, 12%
Cc1ccccc1CN1C(=O)CSCC1(C)C(=O)Nc1ccc2c(c1)OCCO2 (stereo not drawn)
→ 2, 5%, 1%, i, 0.3, ., -3%, 8%, -2%
COc1cc(NC(=O)Cc2cccs2)cc(OC)c1
→ -30, ?, 3.4µM*, -8%[57.5 µM], 1.1, -6%, -3%, -6%, -10%
COc1ccccc1N(C)S(=O)(=O)c1ccc(Cl)c(C(=O)Nc2ccccc2N2CCOCC2)c1
→ 4, 15%, -3%, -2%, -0.1, 4%, 12%, -7%, 1%
Cc1ccccc1NC(=O)CN1C(=O)c2cccnc2Oc2ccc(Cl)cc21
→ 0, 1%, -13%, i, -3.2, -2%, -6%, 4%, -1%
O=C(CC1CCCC1)Nc1cccc(Br)c1
→ 3, ?, 7%, i, 0.5, 18%, -5%, -10%, -5%
CCOC(=O)c1cnc2c(OC)cccc2c1NCc1cccnc1
→ -3, 82%[activator], -2%, -21%, -0.2, 30%, -9%, -13%, -19%
CCN1CCN(CC(O)COCc2ccccc2)CC1 (stereo not drawn)
→ -11, 9%, -11%, i, -0.2, -9%, 0%, -7%, 24%
CCN(CC)C(=O)Cn1cc(S(=O)(=O)CC(=O)Nc2ccc(F)cc2F)c2ccccc21
→ 10, -11%, -14%, -24%, -4.6, -1%, 1%, -1%, 10%
CCOC(=O)Cc1csc(NC(=O)c2cc3ccccc3o2)n1
→ -3, 0%, 7%, -20%, -2.0, 5%, 3%, -6%, -5%
C=CCOc1ccccc1CN(C(=O)CCl)c1ccc2c(c1)OCO2
→ -14, ?, ?, -20%, -3.6, 16%, -14%, -19%, -1%
CN(/N=C/c1cccs1)c1cc(=O)n(C)c(=O)[nH]1
→ -5, 23%, 0%, i, -2.7, 3%, 1%, 2%, 9%
O=C(O)c1cc(-c2cccc3ccccc23)nc2ccccc12
→ -5, 5%, -3%, -20%, 0.3, -1%, 1%, -10%, -6%
Cc1csc(NC(=O)CSc2nc3ccccc3c(=O)[nH]2)n1
→ -10, -10%, -20%, i, 1.1, 2%, -17%, 0%, -3%
Cc1ccc2oc(C(=O)N(Cc3ccccc3)C3CCS(=O)(=O)C3)c(C)c2c1 (stereo not drawn)
→ -10, ?, -5%, -7%, -4.0, 21%, 6%, 10%, -21%
O=C(CN1CCN(c2ccccn2)CC1)Nc1ccc(Br)cc1
→ 1, ?, -15%, -21%, -0.5, 15%, 8%, 1%, 1%
CCOC(=O)c1ccccc1NC(=O)CN1C(=O)CC(c2ccco2)Sc2ccccc21 (stereo not drawn)
→ ., ?, ., -14%, ., 15%, ., ., -1%
Cc1cc(NC(=O)Cn2c(=O)oc3ccc(Cl)cc32)no1
→ 6, 16%, 0%, -1%, 1.7, -3%, -7%, -5%, 1%
CC(=O)Nc1ccc(C(=O)c2ccccc2)cc1
→ 4, 10%, -5%, i, 0.3, 4%, -3%, 0%, -8%
CC(C)Sc1nnc(CNC(=O)C23CC4CC(CC(C4)C2)C3)n1C1CCCCC1
→ 6, ?, -4%, -12%, 3.6, -6%, 6%, 10%, -3%
Cc1cccc(NC(=O)COC(=O)COc2ccc3c(c2)CCC3)c1
→ 4, 5%, -1%, i, -2.0, -2%, 2%, -3%, 0%
O=c1[nH]c(-c2ccc(-c3cccc(Cl)c3)o2)nc2ccccc12
→ ., ., ., -26%, 0.6, -3%, -15%, 11%, .
COc1ccccc1N1CCN(C(=O)c2ccc(Cl)c(S(=O)(=O)NCc3ccco3)c2)CC1
→ 2, ?, 1%, -17%, -3.0, 3%, 3%, -2%, 12%
Cc1c(C)n(CCC#N)c2ccc(Cl)cc12
→ -3, ?, -4%, i, -2.0, 15%, -4%, 13%, 20%
Cn1c(CCNC(=O)c2cccs2)n[nH]c1=S
→ -7, -1%, -9%, i, -2.2, -9%, 5%, 14%, 21%
CCCOc1ccc(C(=O)NNC(=S)NC(=O)c2cc(-c3ccccc3)nc3ccccc23)cc1
→ -21, 42%[activator], -20%, -15%, -0.8, -9%, -11%, 0%, 6%
O=C(O)C1Nc2c(O)cc(Cl)c([N+](=O)[O-])c2C2C=CCC12 (stereo not drawn)
→ -85*, 11%, 3µM*, -21%, -1.4, -7%, 15%, 13µM*, -33%
CN(C)C=NC(=O)c1cccn1-c1ncc(C(F)(F)F)cc1Cl
→ -3, 16%, 1%, i, 0.4, 3%, -6%, 5%, 4%
CCCC(=O)NC(=S)Nc1ccccc1C(=O)OC
→ -10, 2%, 30µM*, i, -2.9, 30%, 5%, -3%, 11%
CCC(=O)N1CCc2cc(Br)cc(S(=O)(=O)N3CCC(C(=O)NC(C)(C)C)CC3)c21
→ 1, 2%&1%, -19%, i, 0.3, 8%, 9%, -3%, 3%&0%
CSc1ccc(S(=O)(=O)Nc2ccc3c(c2)OCCO3)cc1
→ -2, -16%, -10%, -20%, -0.6, 3%, 0%, -25%, -1%
Cc1cc(C=C2C(=O)c3ccccc3C2=O)c(C)n1-c1cccc(C(=O)O)c1
→ -16, -1%, -21%, -46%, -4.2, -6%, 10%, -27%, -2%
O=C1Cc2ccccc2C(=O)N1OCc1ccc(Cl)cc1
→ -25, -2%, ?, 9%, 1.4, -2%, 0%, -20%, 3%
CCOC(=O)c1cc(-c2ccccc2)n(CCC(=O)N2CCN(c3ccc(OC)cc3)CC2)c1C
→ 3, ?, -4%, -7%, 1.2, -2%, 7%, -1%, -16%
CN(C)c1ccc(C2SCCN2C(=O)c2ccc([N+](=O)[O-])cc2)cc1 (stereo not drawn)
→ 1, 0%, -16%, -8%, -0.2, -2%, 6%, 10%, -10%
CCOC(=O)c1c(C)[nH]c(C(=O)COC(=O)c2[nH]c(C)c(C(C)=O)c2C)c1C
→ ., 24%, -1%, -27%[57.5 µM], 1.1, -15%, -15%, -11%, -12%
Cc1ccc(NS(=O)(=O)c2ccc(N3C(=O)CCC3=O)cc2)cc1
→ -1, 5%, -6%, i, 0.2, -12%, 1%, -14%, 10%
O=C(Nc1ccccc1)c1ccccc1CSc1ccccc1
→ -2, ?, 2%, -48%[inhibitor], 0.1, 2%, -9%, 17%, 10%
N#CC(C(=O)Nc1ccc(Cl)c(Cl)c1)=C1Nc2ccccc2N1
→ -5, ?, -10%, -16%, -4.3, -16%, 5%, 6%, ?

# A portion of the library; count on the stated rates, not on these rows.
